High-throughput results as filed in PubChem.
MrgX1 PAM: allosterically activates human MrgX1 receptor signaling; B-score at 10 µM; AID 588675; MrgX1-HEK293, Fluo-4 calcium flux, FDSS; active compounds read high; 0.63% of 310,000 active;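 active = plate-corrected calcium response at least 3 library SD above typical, normal starting fluorescence, not activating the receptor alone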;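 note: compound read alongside a low EC10 to EC30 dose of BAM8-22 agonist; peak minus trough fluorescence over baseline measured at the second addition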
SKKanGAS inh: SKKanGAS growth inhibition; S. pyogenes SKKanGAS, kanamycin growth, BacTiter-Glo, 6 h; inhibition, % at 7.5 µM; 1.3% of 300,000 active; AID 1662;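 active = mean replicate score, as percent of positive control median, at least 50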;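 note: strain carries kanamycin resistance gene driven by streptokinase promoter and grows in 40 µg/ml kanamycin; loss of luminescence reflects streptokinase promoter inhibition or plain growth inhibition; 0% = median of DMSO wells and 100% = positive control at its reference dose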
TRPC4 agonist: opens the mouse TRPC4 cation channel; Q9QUQ5; HEK293 TRPC4beta/mu-opioid, Fluo4 calcium fluorescence; active compounds read high; B-score at 10 µM; 0.49% of 310,000 active;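 active = B-score above 5 SD of library B-scores, and initial fluorescence ratio not above library mean plus 5 SD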;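 note: positive B-score marks a calcium rise read as TRPC4 activation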
Target sequence (Q9QUQ5 whole entry, looked up): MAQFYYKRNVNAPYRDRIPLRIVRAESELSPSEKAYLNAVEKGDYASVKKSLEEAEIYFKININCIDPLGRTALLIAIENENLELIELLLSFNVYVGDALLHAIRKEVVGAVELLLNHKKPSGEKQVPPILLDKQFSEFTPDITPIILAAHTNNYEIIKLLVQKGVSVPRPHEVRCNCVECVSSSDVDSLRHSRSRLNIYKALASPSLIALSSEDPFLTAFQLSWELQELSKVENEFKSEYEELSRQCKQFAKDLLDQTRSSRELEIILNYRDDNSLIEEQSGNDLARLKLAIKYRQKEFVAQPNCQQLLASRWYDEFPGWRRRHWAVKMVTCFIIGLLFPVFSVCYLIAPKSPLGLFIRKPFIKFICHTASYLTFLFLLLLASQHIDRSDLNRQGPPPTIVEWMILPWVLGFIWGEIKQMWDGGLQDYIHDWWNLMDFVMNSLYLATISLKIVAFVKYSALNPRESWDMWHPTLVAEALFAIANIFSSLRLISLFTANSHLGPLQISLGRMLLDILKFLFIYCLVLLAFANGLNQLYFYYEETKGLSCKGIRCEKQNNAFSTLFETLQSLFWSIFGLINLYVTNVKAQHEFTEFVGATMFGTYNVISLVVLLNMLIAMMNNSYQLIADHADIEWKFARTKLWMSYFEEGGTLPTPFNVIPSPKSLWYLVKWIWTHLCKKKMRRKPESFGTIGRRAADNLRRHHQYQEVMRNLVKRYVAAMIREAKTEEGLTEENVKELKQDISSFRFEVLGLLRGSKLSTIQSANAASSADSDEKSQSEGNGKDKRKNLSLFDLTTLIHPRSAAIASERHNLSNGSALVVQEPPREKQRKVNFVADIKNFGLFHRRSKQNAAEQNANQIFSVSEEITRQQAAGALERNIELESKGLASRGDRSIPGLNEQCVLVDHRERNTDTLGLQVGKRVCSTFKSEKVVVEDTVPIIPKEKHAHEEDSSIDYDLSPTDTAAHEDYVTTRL
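Assay system: HEK293 stable line with TRPC4beta plus mu-opioid receptor. Times: dye 45 min RT, read 110 s. Measured by: kinetic Fluo4 calcium fluorescence. Measure: B score of integrated ratio. Controls: assay buffer as low control, maximal DAMGO as high control.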
MrgX1 antagonist: human MrgX1 receptor antagonism, primary screen; Q96LB2; MRGX1-HEK293 calcium flux, Fluo-4, BAM8-22 antagonism; active compounds read low; B-score at 10 µM; 1.3% of 310,000 active;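 active = calcium-response B-score plate-corrected more than 3 library SD below zero, starting fluorescence within 5 deviations, no agonist response on first addition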;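 note: peak minus trough fluorescence over baseline after final BAM8-22 challenge near maximal dose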
MrgX1 ag: human MrgX1 receptor agonism, primary screen. MrgX1-HEK293 cells, Fluo-4 calcium fluorescence, agonist mode; active compounds read high. B-score at 10 µM. 0.44% of 310,000 active;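 active = calcium response B-score plate-corrected fluorescence ratio at least 3 library SD, with starting fluorescence B-score inside 5 SD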
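Material: MrgX1-expressing HEK293 cells; input: 15,000 cells per well; doses: test compound given as first of three sequential additions; schedule: overnight plating before 1 h dye loading; technique: Fluo-4 NW calcium-flux fluorescence, kinetic read; evaluation: baseline-normalised fluorescence change ratio, B-scored; control set: plate-wise positive and negative controls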
TRPC6 act: activates the mouse TRPC6 cation channel. HEK293-TRPC6 membrane potential dye fluorescence; active compounds read high. B-score at 10 µM. 0.13% of 310,000 active. AID 2550;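 active = B-score of the integrated fluorescence ratio above library mean plus 3 SD, and starting fluorescence ratio within library mean plus 5 SD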;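 note: higher score means more depolarization so channel activation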
ANO1 activ: mouse TMEM16A channel activation, primary screen | HEK293 TMEM16A/YFP-H148Q/I152L, iodide quench fluorescence; active compounds read low | 0.3% of 340,000 active | AID 623877 | Q8BHY3 | B-score at 10 µM;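 active = fluorescence-ratio B-score plate-corrected deviation score at least 3 library SD below zero, with starting fluorescence score within 5 deviations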;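 note: channel opened by trigger with iodide after compound preincubation; score built on the fluorescence ratio of max minus min over baseline; more negative score means more quench and so TMEM16A activation or potentiation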
TRPC4 potent: TRPC4 (mouse) allosteric potentiation; B-score at 10 µM; HEK293 TRPC4beta/mu-opioid, DAMGO EC20, Fluo-4 Ca2+ flux; active compounds read high; 0.42% of 310,000 active; Q9QUQ5; AID 2227;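 active = B-score of calcium response area above 5 SD of library B-scores, with initial fluorescence ratio within 5 SD of library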;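 note: B-score of integrated fluorescence ratio over time as area under calcium response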
TRPC4 inh: TRPC4 (mouse) channel inhibition; Q9QUQ5; HEK293 TRPC4beta/mu-opioid, DAMGO-evoked Fluo4 calcium flux; active compounds read low; B-score at 10 µM; 0.39% of 300,000 active;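 active = B-score over 3 SD under the library average, no early fluorescence shift, positive overall ratio signal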
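Material: HEK293 cells with stable TRPC4beta plus mu-opioid receptor expression / Probe or stimulus: DAMGO in two steps, submaximal then maximal / Compound: single concentration per test compound / Technique: kinetic Fluo4 fluorescence imaging of calcium influx / Read-out: per-well B score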
TMEM16A inh: blocks the mouse calcium-activated chloride channel TMEM16A. 1.2% of 310,000 active. normalized B-score (activity score, 25-100; higher = stronger inhibition) at 10 µM. HEK293 TMEM16A/YFP iodide influx fluorescence, ionomycin;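 active = ratio plate-corrected score three or more library SD toward inhibition, starting fluorescence score within five deviations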;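 note: score derived from kinetic fluorescence span divided by baseline fluorescence per well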
TRPC6 inh: blocks the mouse TRPC6 cation channel | Q61143 | HEK293-TRPC6, membrane potential dye, ACh-evoked depolarization; active compounds read low | B-score at 10 µM | 1.1% of 310,000 active;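 active = B-score under library mean minus 3 SD, initial fluorescence not abnormally high, positive integrated signal ratio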;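 note: B-score derived from integrated fluorescence ratio over the kinetic read; more negative B-score means stronger inhibition of depolarization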
Starred values were filed as active, the others as inactive; i = inactive; x = not tested or not shown; & = joins results of further samples; ! = not active in a repeat.

SMILES	MrgX1 PAM	SKKanGAS inh	TRPC4 agonist	MrgX1 antagonist	MrgX1 ag	TRPC6 act	ANO1 activ	TRPC4 potent	TRPC4 inh	TMEM16A inh	TRPC6 inh
NC(=O)Cn1cc(C(=O)c2ccccc2)c2ccccc21	i	-4.0	i	i	i	i	i	i	i	i	i
CC1CC2(O)c3no[n+]([O-])c3CCC2N1O (stereo not drawn)	i	3.8	i	i	i	i	i	i	i	i	i
CCc1ccccc1N1C(=O)CC(=O)NC1=O	i	2.5	i	i	i	i	i	i	i	i	i
C=Cc1ccc(Cn2c(C(=O)O)c(C=O)c3ccccc32)cc1	i	32.5	i	i	i	i	i	i	i	i	i
COC(=O)C(O)(c1ccc(NC(=S)NC(=O)c2ccc(Cl)cc2Cl)c(C)c1)C(F)(F)F (stereo not drawn)	i	3.3	i	i	i	i	i	32*	i	i	i
C=CCn1c(O)c(C(C)=Nc2ccc(NC(C)=O)cc2)c(=O)[nH]c1=O	i	-2.2	i	i	i	i	i	i	i	i	i
O=C(Nc1ccc(Cl)cc1)OC1CN2CCC1CC2 (stereo not drawn)	i	-4.9	i	i	i	i	i	i	i	i	i
Fc1ccccc1CNC1CN2CCC1CC2 (stereo not drawn)	i	2.0	i	i	i	i	i	i	i	i	i
CCOC(=O)C1=C(N)OC2=C(C(=O)CCC2)[C@]12C(=O)N(CC(N)=O)c1ccccc12	i	0.4	i	i	i	i	i	i	i	i	i
CC1=CC(=O)C2=C(C)C[C@H](O)[C@@H]3[C@H](OC(=O)[C@H]3C)[C@@H]12	i	x	x	i	i	x	i	x	x	i	x
Cc1ccc(S(=O)(=O)N(C)c2ccc(C(=O)NCC3(N(C)C)CCCCC3)cc2)cc1	i	-1.2	i	i	i	i	i	i	i	i	i
CCCCCn1c(N)c(C(=O)NCCN2CCOCC2)c2nc3ccccc3nc21	i	7.5	i	i	i	i	i	i	i	i	i
CC(=O)OCC[N+](C)(C)C	i	13.9&16.5&-2.1	125*	i	134*	14.8*!	-9.65*	i	i	i	-7.91*
CN1CCN(c2nc(N(C)C)oc(=O)c2C#N)CC1	i	3.6	i	i	i	i	i	i	i	i	i
CCN(CC)CCCN=Cc1c(O)n(-c2ccccc2F)c(=O)[nH]c1=O	i	-6.3	i	i	i	i	i	i	i	i	i

Single records, as listed above:
Profile of `CC(=O)OCC[N+](C)(C)C` : MrgX1 PAM: i; SKKanGAS inh: 13.9&16.5&-2.1; TRPC4 agonist: 125*; MrgX1 antagonist: i; MrgX1 ag: 134*; TRPC6 act: 14.8*!; ANO1 activ: -9.65*; TRPC4 potent: i; TRPC4 inh: i; TMEM16A inh: i; TRPC6 inh: -7.91*
Profile of `CN1CCN(c2nc(N(C)C)oc(=O)c2C#N)CC1` : MrgX1 PAM: i; SKKanGAS inh: 3.6; TRPC4 agonist: i; MrgX1 antagonist: i; MrgX1 ag: i; TRPC6 act: i; ANO1 activ: i; TRPC4 potent: i; TRPC4 inh: i; TMEM16A inh: i; TRPC6 inh: i

Additional records.
SMILES	MrgX1 PAM	SKKanGAS inh	TRPC4 agonist	MrgX1 antagonist	MrgX1 ag	TRPC6 act	ANO1 activ	TRPC4 potent	TRPC4 inh	TMEM16A inh	TRPC6 inh
C#CCOc1ccc2c(c1)c(C(C)=O)c(C)n2Cc1ccccc1	i	46.8	i	i	i	i	i	i	i	i	i
Cc1ccc(-c2ccc(=O)n(CCC(=O)N3CCC4(CC3)OCCO4)n2)cc1	i	-7.2	i	i	i	i	i	i	i	i	i
CCCCCCn1c(O)c(C=NC2CCCCC2N)c(=O)[nH]c1=O (stereo not drawn)	i	1.8	i	i	i	i	x	i	i	i	i
C=CCN(CC=C)C(=O)Nc1ccc(OCC)cc1	i	-5.0	i	i	i	i	i	i	i	i	i
CC(C)(C)NC(=S)N1CCn2cccc2C1c1cccnc1 (stereo not drawn)	i	-3.0	i	i	i	i	i	i	i	i	i
CN1CCC(O)(c2ccc(Cl)cc2)C(C(=O)c2ccc(Cl)cc2)C1 (stereo not drawn)	i	-7.6	i	i	i	i	i	i	i	i	-5.44*
CNC(=O)Nc1ccc(C(=O)N/N=C\C23CC[C@@H](O)CC2(O)CC[C@@H]2[C@@H]3CCC3(C)C(C4=CC(=O)OC4)CCC23O)cc1 (stereo partly drawn)	i	12.5	i	i	i	i	i	i	i	i	i
NP(=O)(OCC(F)(F)F)Oc1ccc(Cl)cc1 (stereo not drawn)	i	2.9	i	i	i	i	i	i	i	i	i
O=c1[nH]c(=O)n(CC2CCCO2)c(O)c1/C=C1\C=Nc2ccccc21 (stereo not drawn)	i	3.8&-13.7	i	i	34.1*	i	i	i	i	i	i
Cc1ccc2c(c1)CC1(CN2C)C(=O)NC(=O)N(c2cccc(C)c2C)C1=O (stereo not drawn)	i	2.4	i	i	i	i	i	i	i	i	i
COc1cccc(CNC(=O)CCC(=O)N2C[C@H]3C[C@H](C2)c2cccc(=O)n2C3)c1OC	i	-3.3	i	i	i	i	i	i	i	i	i
Cc1ccc(NC(=O)c2ccc(C)c(S(=O)(=O)N3CCCCC3)c2)nc1	i	-3.6	i	i	i	i	i	i	i	i	i
O=C(Nc1cccc2ccccc12)c1nn(C23CC4CC(CC(C4)C2)C3)cc1Br	i	21.9	i	i	i	i	i	i	i	i	i
O=C(c1cc(S(=O)(=O)N2CCOCC2)ccc1F)N1CCC2(CC1)OCCO2	i	-2.7	i	i	i	i	i	i	i	i	i
C=CCn1c(O)c(C(C)=NCc2cccnc2)c(=O)[nH]c1=O	i	-0.8	i	i	i	i	i	i	i	i	i
COc1ccc(CN2CCCC(C(=O)c3cccc(Cl)c3)C2)cc1 (stereo not drawn)	i	2.5	i	i	i	i	i	i	i	i	i
NC(=O)CN1CC(c2ccccc2)CC1=O (stereo not drawn)	i	0.7	i	i	i	i	i	i	i	i	i
O=c1c2ccccc2nc(-c2ccco2)n1-c1ccccc1	i	9.2	i	i	i	i	i	i	i	i	i
O=c1[nH]c(=O)n(CCc2ccc(F)cc2)c(O)c1C=NCCCN1CCOCC1	i	-1.1	i	i	i	i	i	i	i	i	i
Cc1ccsc1CNCCc1ccccc1F	i	1.8	i	i	i	i	i	i	i	i	i
O=C(N/N=C/c1c(O)n(CCC2=CCCCC2)c(=O)[nH]c1=O)c1ccccc1	i	62.4*	i	i	i	i	i	i	i	i	i
CCCCOCCCn1c(N)c(C(=O)OC(C)COC)c2nc3ccccc3nc21 (stereo not drawn)	i	0.8	i	i	i	i	i	i	i	i	i
Fc1ccc(C(OCCN2CCCC2)c2ccc(F)cc2)cc1	i	1.3	i	i	i	i	i	i	i	i	i
Cc1ccc(S(=O)(=O)Nc2cc(C(=O)N3CCC4(CC3)OCCO4)ccc2N2CCCCC2)cc1	i	0.2	i	i	i	i	i	i	i	i	i
COc1ccc2c(c1OC)CN1CCc3cc4c(cc3C1C2)OCO4 (stereo not drawn)	i	4.8	i	i	i	i	x	i	i	i	i
CNCCc1ccccc1	i	2.5	i	i	i	i	x	i	i	i	i
CCN(CC)C(=O)c1ccc(NC(=O)CSc2nnnn2-c2cc(OC)ccc2OC)cc1	i	-12.6	i	i	i	i	i	i	i	i	i
CCOC(=O)N(C)c1ccc(C(O)(C(=O)OCC)C(F)(F)F)cc1 (stereo not drawn)	i	4.1	i	i	i	i	i	i	i	i	i
Cc1nc2ccccc2c(=O)n1-c1cccc(C(F)(F)F)c1	i	-10.4	i	i	i	i	i	i	i	i	i
O=c1[nH]c(=S)n(Cc2ccc(F)cc2)c(O)c1C=NCCCn1ccnc1	i	-6.9	i	i	i	i	i	i	i	i	i
CN(C)P(=NC(=S)c1cccn1C)(N(C)C)N(C)C	i	-1.7	i	i	i	i	i	i	i	i	i
O=C(c1cccc([N+](=O)[O-])c1)C12CN3CN(CN(C3)C1)C2	i	2.7	i	i	i	i	i	i	i	i	i
COc1ccc(C(=O)CC2C(=O)N(C)C(=O)N(C)C2=O)cc1	i	x	i	i	i	i	i	i	i	i	i
Cc1cc(C)cc(N2C(=O)NC(=O)/C(=C/c3cccn3-c3ccc(Cl)cc3)C2=O)c1	i	8.1	i	i	i	i	i	i	i	i	i
COC(=O)C1=C(c2cccc(OC)c2OC)C[C@@H]2CC[C@H]1N2C(=O)NCCS(C)=O (stereo partly drawn)	i	-2.4	i	i	i	i	i	i	i	100*	i
CC(=O)c1ccc2c(c1)OCO2	i	3.8	i	i	i	i	i	i	i	i	i
CN1CCN(Cc2nc3ccccc3c(=O)[nH]2)CC1	i	1.3	i	i	i	i	i	i	i	i	i
O=C(Cc1ccccc1)N1CCN(Cc2ccccc2Cl)CC1	i	9.1	i	i	i	i	i	i	i	25*	i
C=CCN=C(SCC(=O)c1ccc(Cl)cc1)c1c(O)n(C)c(=O)n(C)c1=O	i	-1.9	i	i	i	i	i	i	i	i	i
CCC(=Nc1ccc(OC)cc1OC)c1c(O)[nH]c(=O)[nH]c1=O	i	4.9	i	i	i	i	i	i	i	i	i
COc1ccc(-c2nc(CS(=O)CC(=O)N3CCC4(CC3)OCCO4)c(C)o2)cc1 (stereo not drawn)	i	20.6	i	i	i	i	i	i	i	i	i
Clc1ccc(N2CCNCC2)nn1	i	x	i	i	i	i	i	22*	i	i	i
CC(=NCCCn1ccnc1)c1c(O)n(-c2ccccc2)c(=O)[nH]c1=O	i	-2.5	i	i	i	i	i	i	i	i	i
NNC(=O)c1ccc(Cl)cc1	i	-3.9	i	i	i	i	i	i	i	i	i
Cc1ccc(N2C(=O)NC(=O)C(CCc3ccccn3)(Cc3ccc(F)cc3)C2=O)cc1 (stereo not drawn)	i	-0.4	i	i	i	i	i	i	i	i	i
CCN(CC)C(=O)c1ccc(NC(=O)c2cn(-c3ccccc3)nc2-c2ccc(OC)cc2)cc1	i	26.8	i	i	i	i	i	i	i	i	i

The list is partial; the hit share may differ from the screen's.
